SENP1 FRET inh: SENP1 (human) catalytic domain inhibition | inhibition, % at 10 µM | Q9P0U3 | 360,000 compounds, 0.21% hits | recombinant SENP1 catalytic domain, CyPet-SUMO1-YPet FRET cleavage;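 active = inhibition at least 30% at 10 µM, raw YFP signal under a set limit, fluorescence ratio 0.5 to 1.5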;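 also: 0% = enzyme with DMSO and 100% = no enzyme wells; some results filed as inactive read as strong as hits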
Target sequence (Q9P0U3 419-644 limits assumed): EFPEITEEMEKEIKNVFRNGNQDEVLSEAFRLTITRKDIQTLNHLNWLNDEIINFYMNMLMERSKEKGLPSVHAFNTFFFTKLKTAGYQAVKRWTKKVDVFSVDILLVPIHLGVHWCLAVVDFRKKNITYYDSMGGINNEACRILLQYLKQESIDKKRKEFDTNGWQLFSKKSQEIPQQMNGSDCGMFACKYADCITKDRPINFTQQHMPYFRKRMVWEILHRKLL
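Assay system: hSENP1 catalytic domain, recombinant. Amount: SENP1 enzyme, 20 pM final. Schedule: 50 min reaction, RT, dark. Technique: FRET, CFP and YFP emission. Control set: no-enzyme wells low, DMSO-plus-enzyme wells high control.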
GRIN3A LBD mod: NR3A (human) ligand-binding domain modulation; NR3A LBD differential scanning fluorimetry, Tm shift; 0% = protein alone, 100% = glycine-bound protein; Tm shift relative to glycine control, % at 25 µM; 340,000 compounds, 2.5% hits; AID 1259313;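 active = melting temperature shift of at least 10% of the positive control shift, at one fixed dose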
MPTP block: permeability transition pore inhibition. isolated mouse mitochondria, Ca2+ swelling absorbance, 30 min. inhibition, % at 10 µM. 360,000 compounds, 1.4% hits;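 active = inhibition of 50% or more, scaled per plate between neutral and stimulator controls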;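 also: 0% = DMSO wells given calcium and 100% = 1 mM EGTA wells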
ATG4B inh: inhibitors of human ATG4B cysteine protease | ATG4B cleavage of LC3-PLA2, NBD-HPC fluorescence, 1 h | inhibition, % at 8.33 µM | 340,000 compounds, 0.51% hits; in the data active = inhibition above about 40%
Target sequence (Q9Y4P1 whole entry, looked up): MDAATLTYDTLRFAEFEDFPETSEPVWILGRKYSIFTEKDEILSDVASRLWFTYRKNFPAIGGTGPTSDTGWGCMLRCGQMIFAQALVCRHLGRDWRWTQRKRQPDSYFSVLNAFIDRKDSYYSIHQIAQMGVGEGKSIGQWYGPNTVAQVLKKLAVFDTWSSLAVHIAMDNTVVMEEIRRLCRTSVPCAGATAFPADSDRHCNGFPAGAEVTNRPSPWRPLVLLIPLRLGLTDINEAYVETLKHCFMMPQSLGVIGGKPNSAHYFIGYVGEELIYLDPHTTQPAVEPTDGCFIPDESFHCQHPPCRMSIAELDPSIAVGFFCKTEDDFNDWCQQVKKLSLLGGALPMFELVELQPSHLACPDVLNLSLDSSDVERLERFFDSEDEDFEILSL
hIAP activ: human IAP activation; P09923; purified human IAP, CDP-Star luminescence, 30 min; active compounds read high; 1 = vehicle-only enzyme, 0 = enzyme-free background; activation factor at 10 µM; 330,000 compounds, 0.16% hits; AID 2524;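 active = activation factor of the enzyme at least 2-fold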; also: the source names both 10 and 20 µM as test concentration; values of inactives mirror those of a sister screen read the other way
SENP6 inh: SENP6 protease inhibition | Q9GZR1 | Recombinant SENP6 catalytic domain, aminoluciferin luminescence | inhibition, % at 10 µM | 330,000 compounds, 1.8% hits | AID 2599;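 active = inhibition above about 50% at the single tested dose, limit read from the data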;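 also: plate controls were DMSO wells with enzyme for no effect and DMSO wells lacking enzyme for full effect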
PfGluPho inh: PfG6PD (Plasmodium falciparum) enzyme inhibition | PfGluPho enzyme, NADPH resazurin-diaphorase fluorescence | inhibition, % at 20 µM | 350,000 compounds, 0.78% hits;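 active = inhibition reaching at least a set limit at 20 µM in the primary screen, cut at about 59% in these data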;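 also: 0% = DMSO wells with substrate and 100% = DMSO wells lacking glucose-6-phosphate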
SENP8 block: inhibitors of human SENP8 protease | Q96LD8 | recombinant SENP8, Nedd8 substrate fluorescence | inhibition, % at 20 µM | 360,000 compounds, 0.64% hits | AID 602440; in the data active = inhibition mostly above about 40%, no sharp cut-off; inactive = mostly below about 27%
Target sequence (Q96LD8 whole entry, looked up): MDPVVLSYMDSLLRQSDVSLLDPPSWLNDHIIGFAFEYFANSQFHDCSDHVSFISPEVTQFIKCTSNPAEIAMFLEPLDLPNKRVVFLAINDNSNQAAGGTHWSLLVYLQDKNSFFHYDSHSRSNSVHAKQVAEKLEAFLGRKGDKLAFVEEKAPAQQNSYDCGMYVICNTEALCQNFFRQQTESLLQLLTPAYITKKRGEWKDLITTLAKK
Starred values were filed as active, the others as inactive; i = inactive; x = not tested or not shown. This is a random part of the collection; any-hit rate near 6.7%.

entry	mol	SENP1 FRET inh	GRIN3A LBD mod	MPTP block	ATG4B inh	hIAP activ	SENP6 inh	PfGluPho inh	SENP8 block
1	CCOC(=O)c1c(C)oc2c1c(C=NCCO)c(O)c1ccccc12	-31	2	1.4	-8	x	x	58	-9
2	Brc1ccc(Oc2ncc(CN3CCOCC3)s2)cc1	0	1	-0.5	-2	0.92	1	-10	15
3	O=C(COC(=O)/C=C/c1ccccc1[N+](=O)[O-])NC1CC1	-1	1	0.2	-9	1.1	18	-4	-25
4	COc1ccc(Cn2c(CCC(=O)NCc3ccco3)nc3cccnc32)cc1	-4	-2	-1.2	0	0.97	7	26	-1
5	CC(=O)N/C(=C\c1ccccc1Cl)C(=O)O	-2	-6	4.2	3	1.1	-31	11	15
6	COc1ccc(CCNC(=O)CCN2C(=O)COc3ccc(C)cc32)cc1OC	-1	-4	-0.3	-1	1.1	-7	-2	7
7	Cc1cc(C)n2nc(C(F)(F)F)c(-c3ccccc3)c2n1	-1	-6	-1.3	8	0.97	-11	-9	-285
8	Cc1cc(NS(=O)(=O)c2ccc(NC(=O)c3cc4cc(Br)ccc4oc3=O)cc2)no1	3	-4	-1.3	2	0.89	5	-21	22
9	CCCOC(=O)c1ccc(Oc2coc3c(CN(CC)CC)c(O)ccc3c2=O)cc1	-15	-9	-0.2	1	1	-9	-15	-416
10	O=Cc1c(NCCCN2CCCC2=O)c2ccccc2[nH]c1=O	2	-3	0.6	7	1	-18	-26	26
11	COc1ccccc1CNC(=O)CN1C(=O)NC(Cc2ccccc2)(c2ccccc2)C1=O (stereo not drawn)	3	1	1.2	3	0.81	5	-15	2
12	O=C(NCCCN1CCCC1=O)Nc1ccc(Br)cc1Cl	1	2	-0.9	3	1	-7	3	3
13	COc1ccccc1CN1CCCC(CN(CCN(C)C)C(=O)c2ccc(C)cc2)C1 (stereo not drawn)	0	-4	0.6	-3	0.92	10	6	6
14	O=[N+]([O-])c1cc(C(F)(F)F)cc([N+](=O)[O-])c1NCCNC(=S)Nc1cccc(F)c1	2	17*	90*	-5	0.89	2	13	37
15	C=C1CCC2C(C)(C)[C@@H](O)CC[C@@]2(C)[C@@H]1COc1ccc2ccc(=O)oc2c1 (stereo partly drawn)	1	-7	-1.1	-8	1.2	1	11	-216
16	O=C1C=CC(=Nc2ccc3c(c2)C(=O)c2ccccc2-3)O1	3	-2	-0.1	4	x	x	-11	25
17	CCOc1cc(/C=C2/C(=N)N3C(=NC2=O)SN=C3S(C)(=O)=O)ccc1OC(=O)c1ccco1	-70	-3	-1.1	3	1.6	5	2	-2
18	C#CCOC(=O)c1ccccc1C(=O)n1nnc2ccccc21	0	-3	-1.2	-5	0.84	3	17	6
19	CCOc1cc(CO)cc(Br)c1OCC(=O)O	-1	2	1.4	14	1.1	-23	-10	9
20	Cc1cccc(C2Nc3ccccc3C(=O)N2c2ccc(F)cc2)n1 (stereo not drawn)	-7	-1	0.4	-3	0.84	-8	0	-290
21	Cn1nccc1C(=O)N1CCN(c2ccc(F)cc2)CC1	-3	0	0.5	-8	1	-4	11	10
22	CC(C)c1ccc(N(C(=O)c2snc(C(N)=O)c2N)C(C(=O)NC2CCCC2)c2ccncc2)cc1 (stereo not drawn)	-23	-5	0.8	-10	0.95	0	-18	-289
23	CC(C)CCN1CCN(Cc2coc3ccccc3c2=O)CC1CCO (stereo not drawn)	-1	0	1.2	4	1	10	-17	4
24	CS(=O)(=O)N(CC(=O)Nc1ccc2c(c1)OCCO2)c1ccc2c(c1)OCO2	-7	-13	-2.4	-5	1.2	-17	-2	16
25	CC(=O)c1cc(C#N)c(N2CC(C)OC(C)C2)nc1C (stereo not drawn)	1	1	-1.0	-2	0.96	-13	-7	-30
26	O=C1NCCCC1C(=O)NCCN1C(=O)CCC1=O (stereo not drawn)	2	-1	-0.3	4	1	-11	-21	2
27	CCn1c(CNC(=O)c2ccccc2F)nnc1SCC(=O)Nc1nncs1	1	-1	-2.7	-7	0.92	0	-15	11
28	Brc1ccc(CSc2ncnc3nc[nH]c23)cc1	0	-4	-0.7	-6	1.5	1	8	4
29	CCN1CCN(C(=O)C2CCN(S(=O)(=O)c3cccc4cccnc34)CC2)CC1	-2	-3	0.5	-3	1	3	-1	-1
30	COc1cc(OC)cc(N2C(=O)CSCC2=O)c1	2	0	1.6	-10	0.96	1	0	6
31	Cc1cccc(C2=NN(c3ccc(Br)cc3)[C@@H](C(=O)N3CCOC3=O)[C@@H]2c2ccc(Cl)cc2)c1	-129	17*	-1.6	2	x	x	31	-370
32	O=C(Nc1ccccc1)c1ccc(S(=O)(=O)N2CCOCC2)cc1	-1	-2	0.4	-6	0.96	-14	3	14
33	Cc1ccccc1NC(=O)c1cc(C(=O)c2cc(Cl)ccc2O)cn(-c2ccccc2C)c1=O	-38	14*	90*	36	0.87	11	-1	-38
34	COc1cc(CNCc2ccccn2)ccc1OCc1cccc(Cl)c1	2	1	-1.1	0	1.4	-4	1	0
35	COc1cccc(C2CC(=O)NC(SC)=C2C#N)c1 (stereo not drawn)	-3	1	-0.8	4	0.98	-8	-26	25
36	COc1cc(OC)cc(C(=O)N/N=C/c2ccc(OC)c(COc3ccc(F)cc3)c2)c1	2	-2	-0.5	-7	0.94	8	-3	-16
37	CCOC(=O)c1csc(COc2ccccc2Cl)n1	4	0	3.1	-1	1	8	-2	29
38	O=C(O)CCn1c(SCc2ccccc2)nc2ccccc21	1	2	-1.7	1	1	16	-4	6
39	COC(=O)C(C(=O)Nc1nc2ccccc2s1)C1CCCC1 (stereo not drawn)	-1	0	-0.4	0	0.81	-1	-8	18
40	CCOC(=O)c1c(NC(=O)CCC(=O)NCc2ccco2)sc2c1CCCC2	0	0	3.9	-9	1.1	8	10	-40
41	CCCCCN(C(=O)CCC(=O)OCc1ccc(C(C)C)cc1)c1c(N)n(CCCC)c(=O)[nH]c1=O	-2	-6	-0.7	1	1.1	-24	-29	3
42	CC(=O)OC(/C(O)=C(\C#N)c1nc2ccccc2[nH]1)c1ccccc1 (stereo not drawn)	-154	1	-0.1	11	1.1	4	-19	-238
43	O=C(CN1CCN(c2ccc(F)cc2)CC1)NC(=O)NCc1ccco1	-2	1	2.2	-5	1	-23	-6	18
44	O=C(O)CCCCCNC(=O)CCn1nnc2ccccc2c1=O	-1	1	-0.7	-10	0.89	4	-12	2
45	Cn1cnnc1SCNC(=O)C(F)(F)F	-1	-1	-1.0	3	1.1	-13	1	-1
46	CC(C)OCCOc1ccc2oc(-c3ccco3)cc(=O)c2c1	6	3	-0.4	1	1.1	10	-4	i
47	COc1ccccc1C(=O)NCC(=O)NCCc1ccc(Cl)cc1	-1	-2	1.0	-4	1.1	-12	-12	11
48	C/C(=N\NS(=O)(=O)c1ccc(Br)cc1)c1ccncc1	0	0	-0.8	-6	0.76	4	24	19
49	CCOc1ccccc1-c1noc(CCC(=O)Nc2cccnc2)n1	0	1	-0.1	-18	0.95	2	2	8
50	O=c1c2[nH]c3ccc(F)cc3c2ncn1CCN1CCN(Cc2ccccc2)CC1	-1	-1	-1.8	-9	1	-24	6	-18

Profiles from above. Order of values: SENP1 FRET inh, GRIN3A LBD mod, MPTP block, ATG4B inh, hIAP activ, SENP6 inh, PfGluPho inh, SENP8 block
`COc1cccc(C2CC(=O)NC(SC)=C2C#N)c1` (stereo not drawn) across the screens: -3, 1, -0.8, 4, 0.98, -8, -26, 25
`CCOC(=O)c1csc(COc2ccccc2Cl)n1` across the screens: 4, 0, 3.1, -1, 1, 8, -2, 29

The listing continues:
entry	mol	SENP1 FRET inh	GRIN3A LBD mod	MPTP block	ATG4B inh	hIAP activ	SENP6 inh	PfGluPho inh	SENP8 block
51	Cc1noc(/C=C/N(C)C)c1S(=O)(=O)N(C)Cc1ccc(F)cc1	1	0	-1.6	2	0.97	5	6	15
52	Nc1ccccc1C(=O)NNc1ncc(C(F)(F)F)cc1Cl	1	1	-1.2	-6	1.2	-16	2	-144
53	Cc1cc(C(=O)COC(=O)CNC(=O)c2ccccc2)c(C)n1CC1CCCO1 (stereo not drawn)	1	-2	1.3	-10	0.92	18	-5	22
54	Cc1ccc(N2C(=O)c3ccc(C(=O)N4CCN(c5ccc(C)c(C)c5)CC4)cc3C2=O)cc1	-1	-1	0.7	-5	0.94	-13	9	21
55	O=C1CC2(CCN(C(=O)C(=O)c3c[nH]c4ccccc34)CC2)Oc2ccccc21	2	-3	0.3	-4	1.1	-4	-9	18
56	O=C(N/C(=C\c1ccc([N+](=O)[O-])cc1)C(=O)N1CCOCC1)c1cccc(Br)c1	1	0	-0.3	1	0.86	-23	4	-4
57	COc1ccc(S(=O)(=O)N2CCN(C(=O)NC3CCCCC3)CC2)cc1OC	2	0	-2.0	9	1.1	-12	4	6
58	C/C=C/c1ccc(OCCNCc2ccccc2)c(OC)c1	3	-1	0.9	-2	1	0	-12	7
59	Cc1onc(-c2c(Cl)cccc2Cl)c1C(=O)NCCc1ccc(S(N)(=O)=O)cc1	2	-2	1.5	-11	0.9	-13	-14	26
60	OC[C@H]1O[C@@H](O[C@@H]2[C@@H](CO)O[C@@](O)(CO)[C@H]2O)[C@H](O)[C@@H](O)[C@H]1O	1	3	-4.4	-2	1.1	7	15	-1
61	COc1ccc(OCCSc2nnc(C(C)NC(=O)c3ccccc3F)n2C)cc1 (stereo not drawn)	-1	0	2.8	-17	0.89	5	-8	3

Molecules shown so far with an aryl methoxy group, in the order listed:
entry	mol	SENP1 FRET inh	GRIN3A LBD mod	MPTP block	ATG4B inh	hIAP activ	SENP6 inh	PfGluPho inh	SENP8 block
4	COc1ccc(Cn2c(CCC(=O)NCc3ccco3)nc3cccnc32)cc1	-4	-2	-1.2	0	0.97	7	26	-1
6	COc1ccc(CCNC(=O)CCN2C(=O)COc3ccc(C)cc32)cc1OC	-1	-4	-0.3	-1	1.1	-7	-2	7
11	COc1ccccc1CNC(=O)CN1C(=O)NC(Cc2ccccc2)(c2ccccc2)C1=O (stereo not drawn)	3	1	1.2	3	0.81	5	-15	2
13	COc1ccccc1CN1CCCC(CN(CCN(C)C)C(=O)c2ccc(C)cc2)C1 (stereo not drawn)	0	-4	0.6	-3	0.92	10	6	6
30	COc1cc(OC)cc(N2C(=O)CSCC2=O)c1	2	0	1.6	-10	0.96	1	0	6
34	COc1cc(CNCc2ccccn2)ccc1OCc1cccc(Cl)c1	2	1	-1.1	0	1.4	-4	1	0
35	COc1cccc(C2CC(=O)NC(SC)=C2C#N)c1 (stereo not drawn)	-3	1	-0.8	4	0.98	-8	-26	25
36	COc1cc(OC)cc(C(=O)N/N=C/c2ccc(OC)c(COc3ccc(F)cc3)c2)c1	2	-2	-0.5	-7	0.94	8	-3	-16
47	COc1ccccc1C(=O)NCC(=O)NCCc1ccc(Cl)cc1	-1	-2	1.0	-4	1.1	-12	-12	11
57	COc1ccc(S(=O)(=O)N2CCN(C(=O)NC3CCCCC3)CC2)cc1OC	2	0	-2.0	9	1.1	-12	4	6
58	C/C=C/c1ccc(OCCNCc2ccccc2)c(OC)c1	3	-1	0.9	-2	1	0	-12	7
61	COc1ccc(OCCSc2nnc(C(C)NC(=O)c3ccccc3F)n2C)cc1 (stereo not drawn)	-1	0	2.8	-17	0.89	5	-8	3

High-throughput results: PubChem BioAssay, Sanford-Burnham Center for Chemical Genomics
